Mm-Cpn inhibitor: Inhibitors of TCP-1 ring complex (TRiC) of Methanococcus maripaludis (MmCpn): qHTS; Chaperonin Mm-Cpn (Methanococcus maripaludis); Potency, µM (series often up to 76.9 µM), for inactives: at the highest dose activity, negative = inhibition, most hits filed as inhibitors; purified Mm-Cpn ATPase, ADP Transcreener TR-FRET; AID 504842, 2011; 330,000 tested, 0.031% active; further: potency means the concentration at half of the fitted maximal effect; on the % scale 0 is the no-effect control and ±100 the full control effect; nearly all actives have a fitted effect of over 80% in size
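ATP (10 uM final) was added to archaeal chaperonin (25 nM final) after 10 min exposure to test compound at 37°C; after 30 min further incubation, ADP was detected by competitive TR-FRET.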
Nrf2 activator: qHTS of Nrf2 Activators; AREc32 ARE-luciferase reporter (MCF7-derived line), luminescence, 24 h; Potency, µM (top dose mostly 46.1 µM), inactives show top-dose activation, actives largely listed as activators; 410,000 tested, 0.31% active; further: potency means the concentration at half of the fitted maximal effect; % of control where 0% means no effect; nearly all actives have a fitted effect of over 65% in size
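AREc32 cells carrying an ARE-driven firefly luciferase reporter were seeded at 1000 cells/well in OPTI-MEM with 5% FBS, then exposed to compound for 24 hr at 37 deg C. Luminescence was read with Steady-Glo after 30 min at RT.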
EPAC2 agonist: qHTS for Agonist of cAMP-regulated guanine nucleotide exchange factor 4 (EPAC2): primary screen | 360,000 tested, 0.079% active | Potency, µM (series often up to 154 µM), inactives show at the top dose activation, usual class: activators | EPAC2 activation, biochemical qHTS; response scale: 100% = 6.5 mM cAMP response | AID 720711, 2013 | Rap guanine nucleotide exchange factor 4 (Homo sapiens), Q8WZA2; further: potency means the concentration at half of the fitted maximal effect; nearly all actives have a fitted effect of over 50% in size
Target sequence (Q8WZA2 whole entry, looked up): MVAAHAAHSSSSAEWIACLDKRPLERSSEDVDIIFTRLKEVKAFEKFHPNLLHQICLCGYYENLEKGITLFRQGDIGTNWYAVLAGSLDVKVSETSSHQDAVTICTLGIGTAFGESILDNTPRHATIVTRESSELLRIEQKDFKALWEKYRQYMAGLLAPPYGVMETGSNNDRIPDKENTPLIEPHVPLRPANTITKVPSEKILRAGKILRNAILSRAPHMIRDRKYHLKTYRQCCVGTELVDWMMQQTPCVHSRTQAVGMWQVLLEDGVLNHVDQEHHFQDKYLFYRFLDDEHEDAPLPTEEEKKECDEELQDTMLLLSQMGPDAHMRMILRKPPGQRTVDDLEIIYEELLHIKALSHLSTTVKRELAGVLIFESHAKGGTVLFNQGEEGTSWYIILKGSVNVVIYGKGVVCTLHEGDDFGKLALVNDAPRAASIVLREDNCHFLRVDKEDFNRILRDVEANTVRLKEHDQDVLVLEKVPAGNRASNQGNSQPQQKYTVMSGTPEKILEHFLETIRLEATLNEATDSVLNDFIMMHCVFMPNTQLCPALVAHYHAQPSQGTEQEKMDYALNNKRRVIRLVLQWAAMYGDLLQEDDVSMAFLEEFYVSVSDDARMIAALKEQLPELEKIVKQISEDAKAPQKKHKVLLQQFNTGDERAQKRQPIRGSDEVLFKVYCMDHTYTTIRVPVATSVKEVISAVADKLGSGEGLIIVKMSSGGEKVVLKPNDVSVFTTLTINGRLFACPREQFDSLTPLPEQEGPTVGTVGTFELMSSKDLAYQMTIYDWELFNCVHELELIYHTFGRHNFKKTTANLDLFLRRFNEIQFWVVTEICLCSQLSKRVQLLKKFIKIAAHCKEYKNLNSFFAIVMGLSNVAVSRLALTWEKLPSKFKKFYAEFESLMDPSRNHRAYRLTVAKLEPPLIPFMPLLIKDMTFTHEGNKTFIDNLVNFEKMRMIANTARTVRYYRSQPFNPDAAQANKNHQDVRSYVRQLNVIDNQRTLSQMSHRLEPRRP
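Compounds were added across a concentration range to EPAC2 (100 nM), RAP1B-BODIPY-GDP (250 nM) and GDP (50 uM). After 5 min at room temperature, fluorescence was recorded at 5-min intervals for 30 min.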
EPAC2 antag: qHTS for Antagonist of cAMP-regulated guanine nucleotide exchange factor 2 (EPAC2): primary screen; Rap guanine nucleotide exchange factor 4 (Homo sapiens), Q8WZA2; EPAC2 GEF exchange of Rap1B-BODIPY-GDP, fluorescence; Potency, µM (top dose mostly 114 µM), for the others: top-dose activity, negative = inhibition, actives largely listed as inhibitors; 360,000 tested, 0.18% active; further: potency means the concentration at half of the fitted maximal effect; on the % scale 0 is the no-effect control and ±100 the full control effect; nearly all actives have a fitted effect of over 45% in size; many of its hits are not listed in these tables
A549 viability: Nrf2 qHTS screen for inhibitors: counterscreen for cytotoxicity; 390,000 tested, 0.16% active; AID 504648, 2011; A549 ARE-Fluc cells, CellTiter-Fluor viability, 18-24 h; Potency, µM (doses to about 46 µM), without a hit: top-dose activity change, negative = cytotoxicity, usual class: inhibitors; further: potency means the concentration at half of the fitted maximal effect; on the % scale 0 is the no-effect control and ±100 the full control effect
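A549 ARE-Fluc cells in 5% FBS OPTI-MEM, 5000 cells/well, rested 2 h then exposed to compounds in concentration-response for 18-24 h at 37 °C. Viability by CellTiter-Fluor fluorescence (Ex 405/Em 525) after 30 min; luciferase luminescence (BugLite, 15 min, RT) read afterwards.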
Nrf2 block: Nrf2 qHTS screen for inhibitors | A549 ARE-Fluc reporter, luciferase luminescence, 18-24 h | Potency, µM (titrated, usually from 46 µM), inactives show top-dose activity change, negative = inhibition, hits mostly inhibitors | 360,000 tested, 2.1% active; further: potency means the concentration at half of the fitted maximal effect; on the % scale 0 is the no-effect control and ±100 the full control effect; nearly all actives have a fitted effect of over 60% in size
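Concentration-response testing used A549 ARE_Fluc cells at 5000 cells/well. Following an 18-24 h compound incubation, viability was read by fluorescence (Ex 405/Em 525) and luciferase output by luminescence.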
TGFb SMAD3 inh: qHTS for Inhibitors of TGF-b. HepG2 CAGA-GFP TGF-b/SMAD3 reporter, GFP fluorescence, 18 h; TGF-beta stimulated, 500 pg/mL final. Potency, µM (top dose mostly 46.1 µM), inactives show at the top dose activity, negative = inhibition, usual class: inhibitors. 410,000 tested, 1.2% active; further: potency means the concentration at half of the fitted maximal effect; on the % scale 0 is the no-effect control and ±100 the full control effect; nearly all actives have a fitted effect of over 65% in size
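Per well, imaged GFP fluorescence of HEPG2 CAGA-GFP cells gives the signal; cells get compound, then TGF-beta (500 pg/mL final), 18 h at 37 degrees C; %Activity versus -TGF-beta and +DMSO controls.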
pAkt inh: HTS Assay for Inhibitors of Akt Phophorylation: Primary Screen | Neuro2A IGF-stimulated pAkt S473 HTRF, 20 min; hits give low values | activity change, % for hits at 50 µM | 360,000 tested, 0.32% active | AID 651550, 2012; in the data active means activity change below about -80%; inconclusive means mostly about -51% to -80%; further: on the % scale 0 is the no-effect control and ±100 the full control effect
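Neuro2A cells in DMEM with 0.5% FBS, overnight at 37 deg C, given compound at single 50 µM final, then IGF (6 nM final) for 20 min at 37 deg C. Lysed; phospho-Akt Ser473 by HTRF after 24 h, 665/615 ratio.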
CCT chaperon mod: High-Throughput Screening for Modulators of Cytosolic Chaperonin Activity | purified chaperonin ATPase assay, HTRF ADP detection, 30 min | 360,000 tested, 0.3% active | activity change, % (concentration not given with the values), hits read low | AID 651819, 2012; in the data active means activity change below about -30%; further: on the % scale 0 is the no-effect control and ±100 the full control effect
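ATPase activity: ADP formed was measured by HTRF Transcreener (665/615 nm ratio) after 30 min at 37 deg C with 10 uM ATP. Compounds screened at one 76 uM concentration against 40 or 20 nM TRiC in Tris pH 7.4/KCl/MgCl2/DTT buffer.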
Active calls of the source: *; i = inactive; u = inconclusive; x = no result given; & = joins results of further samples; [ ] = dose if it differs, or a comment. Unless noted, the call rests on the fitted dose curve; in most records, active means well fitted curve in the direction sought with a large enough effect; inconclusive means small, poorly fitted or top-dose-only effect, or another doubt; inactive means no such curve, though single readings can be large; an effect the other way counts as inactive or inconclusive. Not all compounds are listed; count on the stated rates, not on these rows.

Sample of the layout (2 entries):
SMILES	Mm-Cpn inhibitor	Nrf2 activator	EPAC2 agonist	EPAC2 antag	A549 viability	Nrf2 block	TGFb SMAD3 inh	pAkt inh	CCT chaperon mod
O=C(NCC(=O)N1CCN(c2ccccc2O)CC1)c1cccs1	-5%	2.5%	3%	6%	8%	8%	1%	i	-0.1
O=C1c2ccccc2C(=O)C1(CO)c1ccc(OC(F)F)cc1	u	2.4%	-5%	-18%	1%	u	-7%	i	0.7

This part in full, repeating the preview:
SMILES	Mm-Cpn inhibitor	Nrf2 activator	EPAC2 agonist	EPAC2 antag	A549 viability	Nrf2 block	TGFb SMAD3 inh	pAkt inh	CCT chaperon mod
O=C(NCC(=O)N1CCN(c2ccccc2O)CC1)c1cccs1	-5%	2.5%	3%	6%	8%	8%	1%	i	-0.1
O=C1c2ccccc2C(=O)C1(CO)c1ccc(OC(F)F)cc1	u	2.4%	-5%	-18%	1%	u	-7%	i	0.7
Cc1noc(C)c1S(=O)(=O)NCc1ccc2c(c1)OCO2	0%	-0.1%	13%	3%	1%	13%	8%	i	0.6
COc1cc(C(=O)NCc2nnc(SCC(=O)Nc3c(C)cc(C)cc3C)o2)cc(OC)c1OC	-2%	-0.1%	7%	0%	0%	8%	1%	i	-1.1
CCn1cc(C(=O)NCCC(C)C)c(=O)c2cc(S(=O)(=O)N3CCCCC3)ccc21	2%	0.2%	-2%	-17%	9%	-13%	-1%	i	-1.6
O=C1CNC(=S)N1CCOc1ccccc1	1%	-0.7%	0%	12%	-4%	-7%	5%	i	-2.0
CCc1nc(SCC(=O)Nc2nnc(CC)s2)c2c(=O)n(C)c(=O)n(C)c2n1	-3%	-0.1%	-4%	9%	-13%	u	11%	i	0.2
C/C=C1\NC(=O)[C@H](CC(N)=O)N(C)C(=O)C([C@@H](C)O)NC(=O)C(CCCc2ccc(OC)cc2)NC(=O)[C@H](C(C)C)NC(=O)/C(=C\C)NC(=O)[C@H](O)[C@@H](C[C@@H](O)CCCCCCC)NC(=O)[C@H](C)NC(=O)CN(C)C(=O)[C@H](CCC(N)=O)NC1=O (stereo partly drawn)	x	-0.5%	-14%	-29%	5%	6%	u	i	-1.1
CC(=O)NC1CC2CCCC(C1)N2C(=O)Nc1ccc(Cl)cc1 (stereo not drawn)	x	0.3%	0%	1%	x	x	9%	i	0.0
CN(Cc1ccc2nsnc2c1)C(=O)C1CCC(=O)N(CCc2ccccc2)C1 (stereo not drawn)	x	0.1%	9%	12%	x	x	3%	i	-2.8
CN(Cc1cn(Cc2cccc(Cl)c2)nn1)C1CN(Cc2cn(Cc3cccc(Cl)c3)nn2)S(=O)(=O)C1 (stereo not drawn)	x	5.5%	1%	4%	x	x	x	i	0.1
CN(C)C(=O)c1cccc(-c2csc(N3CCC(C(N)=O)CC3)n2)c1	0%&-2%	2.8%	8%	1%	-4%	11%	-26%	x	x
C[C@@H](C(=O)Nc1ccc2ccccc2c1)[C@H]1C[C@]1(C)[C@H](NC(=O)OCc1ccccc1)c1ccccc1	-3%	4.8%	11%	8%	-13%	u	u	i	-2.7
O=C(COC(=O)c1cncc(Br)c1)NCc1ccc(Cl)cc1	-7%	0.3%	-2%	0%	0%	-6%	-1%	i	-1.2
COc1ccc(S(=O)(=O)Nc2cccc(-c3ccc(N4CCCCCC4)nn3)c2)cc1OC	-10%	2.8%&11%	12%	-9%	u	-7%	u	i	-2.6
CCOC(=O)N1CCC(NC(=O)c2ccc3c(c2)N(Cc2ccccc2)CCS3)CC1	0%	-0.7%	12%	-8%	-18%	u	6%	i	-3.8
Cc1ncc([N+](=O)[O-])n1Cc1cccc(F)c1	-7%	-0.1%	-10%	7%	-3%	-14%	3%	i	-0.1
COc1ccc(CC(=O)Nc2nc(-c3cc(OC)ccc3OC)cs2)cc1	-2%	0.0%	14%	-2%	-20%	12µM*	u	i	0.3
O=C(Nc1cc(Br)ccc1O)c1cnn2c(C(F)F)cc(C3CC3)nc12	-4%	2.5µM*	0%	-14%	8%	-6%	-20%	i	-3.0
C=CCN1CCS(=O)(=O)N(Cc2ccccc2)[C@@H](C(C)C)C1=O	1%	-0.7%	2%	-20%	3%	-6%	-15%	i	0.8
CC(=O)Nc1cc(S(=O)(=O)C(F)(F)F)ccc1Cl	0%	-0.8%	-2%	8%	-5%	2%	-14%	i	-0.6
O=C(CCS(=O)(=O)Cc1ccccc1)N1CCc2ccccc2C1	0%	0.7%	-3%	2%	-5%	14%	7%	i	0.1
CCN(CC(=O)Nc1ccccc1C(F)(F)F)C(=O)c1cccc(S(=O)(=O)N2CCN(C)CC2)c1	0%	-0.4%	0%	0%	4%	-5%	0%	i	-2.1
CN(C(=S)NC(=O)C1(C)CC1(Cl)Cl)c1ccccc1 (stereo not drawn)	4%	0.6%	10%	0%	13%	16%	1%	i	3.3
CC(=O)c1ccc(Nc2ncnc3c2oc2ccccc23)cc1	-1%	2.2%	4%	-1%	7%	u	25%	i	-0.1
CN1CCN(Cc2c(O)ccc3c(-c4ccccc4)cc(=O)oc23)CC1	-2%	0.3%	6%	-3%	1%[1.84 µM]	9%	-10%	i	-2.3
CCOc1ccc2[nH]c(=O)c(C(c3nnnn3C3CCCCC3)N3CCN(C)CC3)cc2c1 (stereo not drawn)	0%	-0.4%	-2%	8%	-7%	-1%	10%	i	-2.3
Cc1ccc(S(=O)(=O)N2C[C@@H]3[C@H]4CC[C@H](C4)[C@@H]3[C@@H](C)[C@@H]2c2cn(Cc3ccccc3)c3ccc(F)cc23)cc1	-1%	2.0%	7%	8%	6%	u	-5%	i	-0.3
COc1ccc(/C=C2\N=C(c3c(-c4ccccc4)noc3C)OC2=O)cc1OC	-1%	1.2%	13%	-12%	0%	9%	2%	i	0.8
Cc1ccc(N/C=C(/C#N)c2ccsc2)cc1	x	8.0%	20%	-1%	1%	14%	-2%	i	-0.3
COc1cccc(CNC(=O)c2cccc(NC(=O)CC3SC(N4CCCCC4)=NC3=O)c2)c1 (stereo not drawn)	1%	0.2%	-3%	-9%	2%	-28%	0%	i	0.7
COCc1c(C(=O)N/N=C\c2cccnc2)nnn1-c1nonc1N	-3%	-0.4%	5%	8%	3%	8%	-2%	i	0.5
CCN(C(=O)c1ccc2c(c1)OCO2)C1CCS(=O)(=O)C1 (stereo not drawn)	0%	-0.2%	1%	4%	0%	-1%	0%	i	-0.5
COC(=O)c1c(C(=O)NCc2ccccc2)ncn1CC(O)COc1ccccc1 (stereo not drawn)	1%	-0.3%	4%	-3%	-1%	x	-2%	i	2.1
CCOc1ccccc1OCc1nn2c(-c3ccc(C)cc3)nnc2s1	-1%	2.8%	22%	-6%	-14%	-36%	-6%	i	-4.7
COc1ccc(OC(=O)NCCc2ccccc2)cc1	0%	1.6%	5%	-10%	0%	u	-3%	i	-1.4
COC(=O)Cc1c(O)ccn(Cc2ccc3c(c2)OCO3)c1=O	-2%	0.3%	6%	0%	0%	21%	6%	i	-1.2
CNc1cc(C(F)(F)F)nc(-c2ccccn2)n1	1%	-0.1%	1%	9%	-9%	-7%	-9%	i	-2.2
C=CCN(CC(=O)Nc1c(C)cccc1CC)C(=O)SCCC	-2%	-0.8%	-29%[15.6 µM]	11%	-1%	-8%	16%	x	-0.1
CCOC(=O)N1CCN(CC(=O)Nc2ccc(Oc3ccccc3)cc2)CC1	0%	2.6%	6%	-6%	2%	u	-10%	i	-2.4
c1cc[n+](CCCC[n+]2ccccc2)cc1	-2%	-0.3%	13%	5%	2%	-4%	-11%	i	0.1
CC(=O)NS(=O)(=O)c1ccccc1	u	0.2%	11%	0%	0%	-9%	-5%	i	-3.2
O=C(Cn1nc(-c2ccccc2)oc1=O)OCC(=O)c1ccccc1	0%	-0.2%	-2%	-7%	-2%	-1%	-1%	i	-3.3
CCOc1cccc(Oc2ccc(C(F)(F)F)cn2)c1	2%	-0.5%	0%	3%	3%	4%	0%	x	2.3
O=C(CCCc1ccccc1)Nc1ccnn1C1CCN(Cc2ccc(Cl)cc2)CC1	-1%	4.9%	7%	-10%	0%	-6%	u	i	-1.7
Cc1cc(C(F)F)n2nc(C(=O)Nc3cccc(C(F)(F)F)c3)nc2n1	-1%	0.4%	-19%	10%[57.1 µM]	-12%	-30%	14%	i	-5.1
COCCN(CC(=O)NCC1CCCO1)C(=O)CCC(=O)Nc1cc(C)ccn1 (stereo not drawn)	2%	-0.1%	5%	-13%	-4%	4%	4%	i	0.7
Cc1cc(C)n2nc(C(=O)Nc3cc(S(=O)(=O)N4CCCCC4)ccc3C)nc2n1	-1%	-0.6%	5%	5%	4%	-24%	17%	i	-3.4
O=C(NCC(c1ccc(F)cc1)N1CCOCC1)c1cc(F)c(F)c(F)c1F (stereo not drawn)	-2%	0.2%	-2%	1%	-3%	u	-2%	i	1.4
CCCCn1c(N)c(N(Cc2ccccc2OC)C(=O)c2ccc(N3CCCC3=O)cc2)c(=O)[nH]c1=O	1%	-0.1%	-5%	15%	1%	2%	-11%	i	0.0
NC(=O)COc1ccc(Nc2nnc(-c3ccc(O)cc3)c3ccccc23)cc1	-1%	0.4%	2%	0%	9%	-20%	-4%	i	2.3

Bioassay records from PubChem.
